# Mtb UGM inh: blocks M. tuberculosis UGM enzyme; inhibition, % at 10 µM; actives 0.06% (n = 320,000); purified UGM, fluorescence polarization probe displacement; AID 504406; in the data active = inhibition above about 10%, passing the limit was not always enough
# Target sequence (P9WIQ1 whole entry, looked up): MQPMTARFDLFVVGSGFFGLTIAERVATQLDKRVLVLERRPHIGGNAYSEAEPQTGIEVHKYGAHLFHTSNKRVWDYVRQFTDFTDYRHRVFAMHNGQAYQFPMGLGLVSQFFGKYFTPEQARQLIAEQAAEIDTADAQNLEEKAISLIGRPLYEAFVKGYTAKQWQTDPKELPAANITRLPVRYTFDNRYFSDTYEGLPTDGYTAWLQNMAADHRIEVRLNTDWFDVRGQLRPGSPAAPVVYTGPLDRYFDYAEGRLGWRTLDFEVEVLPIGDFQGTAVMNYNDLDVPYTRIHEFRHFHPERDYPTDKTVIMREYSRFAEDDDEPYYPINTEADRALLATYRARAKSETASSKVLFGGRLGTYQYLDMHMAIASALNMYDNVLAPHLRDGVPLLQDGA
# MazF activator: MazEF (E. coli) toxin RNase activation; P0AE70; FAM/BHQ RNA-DNA oligo cleavage fluorescence, 5 h; activation, % at 20 µM; actives 0.32% (n = 350,000); in the data active = activation above about 50%
# Target sequence (P0AE70 whole entry, looked up): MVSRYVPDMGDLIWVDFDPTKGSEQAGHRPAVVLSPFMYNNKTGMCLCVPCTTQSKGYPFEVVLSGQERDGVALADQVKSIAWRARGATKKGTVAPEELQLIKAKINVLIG
# Rv3671c inh: Rv3671c (M. tuberculosis) protease inhibition | P9WHR9 | inhibition, % at 5.96 µM | actives 0.048% (n = 320,000) | AID 2606; in the data active = inhibition above about 38%;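 note: extracellular domain of Rv3671c used as enzyme; 0% = enzyme with DMSO and 100% = no enzyme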
# Target sequence (P9WHR9 whole entry, looked up, the tested form may be a part): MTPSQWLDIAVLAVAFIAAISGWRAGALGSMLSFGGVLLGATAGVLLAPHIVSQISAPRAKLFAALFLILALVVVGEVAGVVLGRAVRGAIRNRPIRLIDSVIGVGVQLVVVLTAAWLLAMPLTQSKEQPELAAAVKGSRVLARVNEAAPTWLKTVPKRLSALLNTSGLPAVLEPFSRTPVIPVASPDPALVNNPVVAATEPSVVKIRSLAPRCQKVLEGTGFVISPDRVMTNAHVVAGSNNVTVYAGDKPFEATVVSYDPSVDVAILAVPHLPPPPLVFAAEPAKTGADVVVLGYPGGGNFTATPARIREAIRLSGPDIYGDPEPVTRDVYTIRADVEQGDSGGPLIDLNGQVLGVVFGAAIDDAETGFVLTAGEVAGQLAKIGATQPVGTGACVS
# BoNT F protease: blocks Botulinum neurotoxin F light chain protease | inhibition, % at 10 µM | Multiplex microsphere protease cleavage assay, flow cytometry | actives 0.22% (n = 360,000); in the data active = inhibition above about 35%, passing the limit was not always enough; note: plate controls were buffer without enzyme for full effect and enzyme alone for no effect
# FadD28 FP inh: M. tuberculosis FadD28 bisubstrate binding inhibition; inhibition, % at 12.5 µM; FadD28 bisubstrate probe binding, fluorescence polarization; AID 588549; actives 0.22% (n = 360,000); in the data active = inhibition above about 8.5%, passing the limit was not always enough
# GDH-TPI counter: inhibits GDH-TPI coupling enzymes, artifact for Mtb FBA screen; GDH-TPI coupled enzyme counterscreen, NADH absorbance; inhibition, % at 4.8 µM; actives 1.2% (n = 360,000);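 note: 0% = DMSO wells and 100% = wells lacking the enzyme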
# Mtb BioA inh: blocks M. tuberculosis BioA enzyme activity | AID 602481 | purified M. tuberculosis BioA enzyme, plate reader | actives 0.096% (n = 360,000) | inhibition, % at 9.99 µM; in the data active = inhibition above about 40%
# DUSP3 inh: DUSP3 (human) phosphatase inhibition. recombinant VHR phosphatase, pNPP absorbance. inhibition, % at 13.3 µM. actives 0.52% (n = 290,000). P51452; in the data active = inhibition above about 50%; note: some compounds called inactive have numbers as strong as hits
# CCHF vOTU inh: CCHFV vOTU protease inhibition; Pep-AMC fluorescence; inhibition, % at 11.5 µM; actives 0.55% (n = 370,000); AID 651958; note: 0% = vehicle wells with enzyme and 100% = no enzyme wells
# Mtb FBA inh: inhibitors of M. tuberculosis fructose-bisphosphate aldolase. inhibition, % at 1 µM. P9WQA3. purified M. tuberculosis FBA, fluorescence read-out. actives 2.3% (n = 360,000). AID 588726; in the data active = inhibition above about 27%;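 note: 0% = vehicle and 100% = reference inhibitor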
# Numbers without * were called inactive; · = no result given; & = joins results of further samples. Cut-off read from the data, not from the text of the source, unless noted: active = inhibition above about 30%; inactive = the rest.
SMILES,Mtb UGM inh,MazF activator,Rv3671c inh,BoNT F protease,FadD28 FP inh,GDH-TPI counter,Mtb BioA inh,DUSP3 inh,CCHF vOTU inh,Mtb FBA inh
COc1ccc(C(=O)OCC(=O)NC2CC2)cc1F,-0.6,-1,5,0,-1.3,13,1.3,·,11,4
COc1ccccc1CNC(=O)COC(=O)c1ccc(C)s1,-0.5,-2,7,3,-1.0,3,-1.7,·,0,-2
CCOc1ccc(NC(=O)CSc2nc3ccsc3c(=O)n2CCCCCC(=O)O)cc1,·,-2,·,-8,-1.3,6,0.9,·,11,-4
COc1ccc(NC(=O)CCNS(=O)(=O)c2ccc(NC(C)=O)cc2)cc1Cl,-0.1,-7,-4,-19,-1.8,1,4.7,-12,12,-1
CC(C)COc1ccc(C(=O)N2C(=O)c3ccc(N)cc3C2=O)cc1,-0.9,-7,-12,-7,0.2,5,-2.1,3,5,0
COc1ccc2[nH]c3c(c2c1)CCNC3,4.9,3,0,-14,-2.6,4,-0.8,·,14,2
Cn1nnnc1SCC(=O)N(C1CCCCC1)C1CCS(=O)(=O)C1 (stereo not given),0.4,10,6,0,-4.1,17,·,6,4,-1
CC(C)n1c(NCc2ccc(Cl)cc2)nc2ccccc21,-5.7,2,0,0,-1.9,-1,·,2,2,-3
Cc1ccc(S(=O)(=O)N2CCc3ccccc3C2CC(=O)O)cc1 (stereo not given),5.5,-5,-6,5,-0.5,17,·,-18,0,2
CCCC(=O)N1CC(=O)Nc2ccc(Br)cc2C1c1ccc(F)cc1 (stereo not given),1.6,-2,-1,14,0.4,-4,2.4,16,-11,5
N/C(=N\OC(=O)c1ccc(Cl)c(Cl)c1)c1cccc(CSc2ccccn2)c1,1.1,1,5,-4,-0.7,5,·,20,-5,0
N#C/C(=C\c1ccc(C(=O)O)cc1)c1nc2sc3c(c2c(=O)[nH]1)CCCC3,·,-447,·,-7,0.1,1,·,31,7,-1
N#CC(CC(=O)c1ccc(F)cc1)c1ccc2c(c1)OCO2 (stereo not given),-0.8,0,-2,-4,-3.7,-15,1.7,16,4,-2
CCCCCCn1cc(C(=O)OCC)c(=O)c2cc(F)c(F)cc21,2.9,9,0,-2,-0.9,7,·,25,0,3
Fc1ccccc1C(c1nnnn1C1CCCC1)N1CCN(Cc2ccccc2)CC1 (stereo not given),-3.6,0,6,5,-4.3,-1,-0.3,-18,17,-4
CCCOC(=O)c1cccc(NC(=O)C(C)(C)C)c1,-1.8,-2,3,-12,-1.8,14,0.6,-15,15,1
Cc1cccc(CN2C(=O)c3ccccc3Sc3ccc(C(=O)O)cc32)c1,-0.4,14,-6,0,-1.5,1,-0.4,18,0,0
COc1ccc([N+](=O)[O-])cc1C(=O)NC1CCN(Cc2ccccc2)CC1,-0.1,4,0,-5,-1.0,12,79*,·,1,-2
Cc1cccc(Oc2ccc(Cl)cc2N)c1,-0.1,-6,-2,-7,0.4,-1,-0.8,-1,-2,-1
CCOC(=O)C1C(=O)NC(c2ccccc2)=NC1c1cccc(Br)c1 (stereo not given),0.5,8,5,1,-4.3,5,·,9,0,-4

# Whole records, looked up by structure:
# `CCOC(=O)C1C(=O)NC(c2ccccc2)=NC1c1cccc(Br)c1` (stereo not given) reads Mtb UGM inh: 0.5; MazF activator: 8; Rv3671c inh: 5; BoNT F protease: 1; FadD28 FP inh: -4.3; GDH-TPI counter: 5; Mtb BioA inh: ·; DUSP3 inh: 9; CCHF vOTU inh: 0; Mtb FBA inh: -4
# `Cc1cccc(Oc2ccc(Cl)cc2N)c1` reads Mtb UGM inh: -0.1; MazF activator: -6; Rv3671c inh: -2; BoNT F protease: -7; FadD28 FP inh: 0.4; GDH-TPI counter: -1; Mtb BioA inh: -0.8; DUSP3 inh: -1; CCHF vOTU inh: -2; Mtb FBA inh: -1

# Further results:
SMILES,Mtb UGM inh,MazF activator,Rv3671c inh,BoNT F protease,FadD28 FP inh,GDH-TPI counter,Mtb BioA inh,DUSP3 inh,CCHF vOTU inh,Mtb FBA inh
CC1CCCN(S(=O)(=O)c2ccc(C(=O)Nc3nnc(C4CC4)o3)cc2)C1 (stereo not given),4.3,-2,-10,0,-4.1,2,-0.7,-24,-1,-4
COc1ccc(CC(=O)Nc2cc(=O)n(C)c(=O)n2C)cc1OC,1.3,4,0,-5,-0.1,2,·,12,-6,6
CC1(C)CC(=O)C(C=NCC2CCN(C(=O)Cc3ccccc3)CC2)=C(O)C1,1.2,-13,1,-5,-0.3,4,-0.8,-5,9,-4
CN1CCN(c2ccc(Cl)cc2NC(=O)c2nn(-c3ccccc3)c(=O)c3ccccc23)CC1,·,46,·,-12,-2.0,3,1.0,17,7,-1
Cc1cccc(N=Nc2ccc(N(C)C)cc2)c1,1.2,-7,12,0,0.1,0,-1.0,11,27,-9
CC(C)NC(=O)N(C)C[C@H]1Oc2ccc(NS(=O)(=O)c3ccc(F)cc3)cc2C(=O)N([C@H](C)CO)C[C@@H]1C,-1.6,3,-1,-6,0.1,-3,-2.3&-2.3,·,-21,2
COc1cc(/C=C/C(=O)N2CCN(CC(O)COc3ccccc3)CC2)cc(OC)c1OC (stereo not given),0.0,3,-4,-1,-0.5,3,-0.6,48,-11,9
CCOc1ccc(N(CC(=O)Nc2ccc(F)c(F)c2)S(=O)(=O)c2c(C)noc2C)cc1,2.1,9,-5,-12,-0.2,3,-1.3,-1,-1,0
Cc1ccccc1OCCC(=O)OCC(=O)Nc1ccc(C)c(S(=O)(=O)N2CCCCC2)c1,·,2,·,-8,-1.0,6,-0.6,·,15,0
Cc1cccc2sc(NC(=O)CCNC(=O)c3ccco3)nc12,·,-5,·,0,-1.1,1,-1.2,·,-4,1
CCN(CC)c1ccc(/C=N/N2CCN(Cc3ccccc3Cl)CC2)c(O)c1,-1.2,-5,-2,-6,-4.1,12,-2.3,9,-12,1
CN(C)CCN(Cc1cccs1)S(=O)(=O)c1csc(C(N)=O)c1,1.9,-2,-10,3,-0.9,1,·,0,-11,3
O=C(CSc1nnc(-c2ccco2)o1)NC1CCCCC1,-2.3,4,2,-5,-0.9,4,-2.3,12,-15,0
COCCN1C(=O)c2ccccc2C(C(=O)N2CCN(c3ccccc3)CC2)C1c1ccc(F)cc1 (stereo not given),-0.6,3,4,-5,-0.8,13,1.1,23,0,-2
COCCn1c(NC(=S)NC(=O)C23CC4CC(CC(C4)C2)C3)cc(=O)[nH]c1=O,1.4,-5,6,-6,-4.4,-4,·,19,-7,-6
Cn1c(=O)c2cc(S(=O)(=O)NC(Cc3ccccc3)C(=O)NCC3CCCO3)ccc2n(C)c1=O (stereo not given),-0.1,13,1,0,-3.3,-8,-2.2,-4,3,2
COc1ccc(-c2nc(C#N)c(NCc3ccccc3Cl)o2)cc1,-1.0,-11,7,4,-2.9,1,·,7,4,10
Cc1ccccc1C(=O)NC(=S)NC1CCSC1=O (stereo not given),0.6,7,-2,0,-0.5,-2,·,-6,13,-2
S=C1NCN(Cc2ccco2)CN1CCc1ccccc1,2.5,3,-2,2,-1.1,-8,-0.2,17,4,5
Cc1ccc2nc3c(nc2c1C)C(O)=C3O,-0.1,-26,12,·,-0.6,23,0.5,10,-7,7
O=C(Nc1ccc2nc(C(F)(F)F)[nH]c2c1)[C@@H]1O[C@H](CO)[C@@H](O)[C@H]1O,·,·,·,-1,-0.3,-11,-0.9,·,-5,0
Cc1nc2ccccc2c(N)c1C(=O)/C=C/c1ccccc1,1.6,-11,-7,-9,0.4,37*,-5.1,11,8,1
COc1ccc(C(N)c2csc(Nc3ccc(C(F)(F)F)cn3)n2)cc1 (stereo not given),·,·,·,-7,-3.6,8,-1.1,·,3,2
Cc1ccccc1C(=O)NNC(=S)NC(=O)c1cccs1,2.6,5,-2,·,-1.8,3,-1.8,-4,-6,2
Cc1cc(O)c2c(c1)C(O)(C1OC(CO)C(O)C(O)C1O)c1cccc(O)c1C2=O (stereo not given),-0.5,5,-4,-6,-1.1,0,-0.6,-7,-10,2
COc1ccc(CCNC(=O)C2CCN(S(=O)(=O)N3CCC4(CC3)OCCO4)CC2)cc1OC,2.4,8,8,-8,-2.2,-4,0.3,37,11,2
CCCC1O[C@@H]2C[C@H]3[C@@H]4CCC5=CC(=O)C=C[C@]5(C)[C@H]4[C@@H](O)C[C@]3(C)[C@]2(C(=O)CO)O1 (stereo not given in full),-2.8,4,7,-9,-0.9,5,1.0,12,0,0
NC(=O)NC(=O)C[n+]1cccc(/C=N/O)c1,-0.7,-2,0,-4,-1.7,-4,·,19,2,-1
COc1ccccc1Cc1c(-c2ccc(Cl)cc2)nc2ccc(Cl)cn12,·,·,·,15,-1.8,·,0.3,·,9,2
O=S(=O)(NCc1nc(-c2ccccc2)no1)c1ccc(F)cc1,1.9,0,0,-8,-0.9,3,-0.9,-6,3,4
COc1ccc(CN2C(=O)c3ccccc3C2C(=O)NCc2cccnc2)c(OC)c1 (stereo not given),-2.1,5,-3,4,-1.8,3,·,19,·,-2
CCOC(=O)C1CCN(C(=O)C2CCCN(S(=O)(=O)c3ccc(OCC)c(Cl)c3)C2)CC1 (stereo not given),0.9,-2,2,4,-1.7,6,0.9,·,-4,0
CCCn1c(N)c(N(CCOC)C(=O)c2cc(-c3ccco3)nc3ccccc23)c(=O)[nH]c1=O,1.0,-3,1,-5,-3.6,7,-1.2,26,-12,1
Oc1cccc(/C=N/Nc2ccc(Cl)nn2)c1,-4.7,1,0,-29,-0.3,29,-3.4,34,-2,-4
COc1ccc(C(OC(=O)c2ccco2)C(=O)NCc2ccco2)cc1 (stereo not given),-1.1,7,-5,-10,-0.7,-3,-0.5,12,13,11
Cc1ccc(NC(=O)CN(CCc2ccccc2)S(C)(=O)=O)cc1,2.2,2,·,-2,-0.7,0,7.3,17,-11,3
COc1ccc(CNCC(C)NCc2ccc(OC)c(OC)c2)cc1OC (stereo not given),0.2,4,-6,5,-0.1,7,0.0,-8,1,1
CCN(CC)c1ccc(C(=O)n2cnc3ccccc32)cc1,-1.2,-46,-2,8,-0.9,40*,0.2,0,17,0
Cc1cc(Nc2ccccc2)cc(=O)n1C,5.5,-2,2,-4,0.0,-2,-0.4,·,-12,0
Cc1cccc(-c2noc(CNC(=O)Nc3ccc(F)cc3)n2)c1,2.8,4,-8,-2,0.1,3,·,23,-6,-2

# Overlap with the part before: 3 compounds, followed by the next part.
SMILES,Mtb UGM inh,MazF activator,Rv3671c inh,BoNT F protease,FadD28 FP inh,GDH-TPI counter,Mtb BioA inh,DUSP3 inh,CCHF vOTU inh,Mtb FBA inh
CCN(CC)c1ccc(C(=O)n2cnc3ccccc32)cc1,-1.2,-46,-2,8,-0.9,40*,0.2,0,17,0
Cc1cc(Nc2ccccc2)cc(=O)n1C,5.5,-2,2,-4,0.0,-2,-0.4,·,-12,0
Cc1cccc(-c2noc(CNC(=O)Nc3ccc(F)cc3)n2)c1,2.8,4,-8,-2,0.1,3,·,23,-6,-2
C[C@]12CC[C@@H](O)C[C@@H]1CC[C@@H]1[C@@H]2CC[C@]2(C)[C@@H](O)CC[C@@H]12,-2.9,4,-5,1,-3.1,-2,-0.6,-34,11,5
CC1CCC(NC(=O)C(NS(=O)(=O)c2cccc3nsnc23)C(C)C)CC1 (stereo not given),1.9,3,13,5,-3.3,9,-0.6,11,31*,-2
NC(=O)CC(NC(=O)c1ccccc1)c1ccc(N2CCC(Br)CC2)c([N+](=O)[O-])c1 (stereo not given),1.2,7,-17,-6,0.1,8,-1.1,-9,4,3
N#Cc1cnc(NN)nc1,2.3,-2,-6,1,1.0,10,·,17,6,0
COc1cc(C)ccc1OCCCCN1CC(C)OC(C)C1 (stereo not given),-3.3,-20,5,8,-0.5,-2,-2.8,-2,-6,-1
CCN(C1CCCCC1)S(=O)(=O)c1c(C)n(C)c(=O)n(C)c1=O,-0.9,5,-2,·,-4.2,12,-1.3,·,3,-1
O=C(c1ccccc1-c1nc(-c2ccccc2)no1)N1CCOCC1,-1.9,-13,3,4,-2.0,-1,-0.8,17,6,-1
CCOC(=O)Nc1cc(OC)c(OC)cc1Cc1nccc2cc(OC)c(OC)cc12,0.2,3,-9,-13,-2.6,-5,-1.9,4,-2,-2
COc1ccc(C(=O)CN2C(=O)NC3(CCc4ccccc43)C2=O)cc1 (stereo not given),0.1,3,-2,-4,-2.4,6,-0.1,0,14,4
